# SIAH1 antagonists: blockers of Siah-1 interaction with plectin peptide – biochemical, fluorescence polarization, rhodamine-plectin, uHTS, primary screen (AID 1817) | Siah-1 / rhodamine-plectin peptide fluorescence polarization; higher % means a stronger effect | displacement, % at 20 µM; hits with a dose series show IC50 in µM | 290,000 tested, 0.02% active;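 active = displacement of at least 50% at 20 µM, with a fluorescence ratio check between 0.3 and a set limit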;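 also: plate controls were Siah plus tracer with DMSO for no effect and tracer alone without Siah for full effect; strong numbers were not always called active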
# LYP phosphatase: inhibitors of LYP phosphatase, biochemical, fluorescence intensity, uHTS (AID 1779). recombinant LYP phosphatase, fluorescence intensity; higher % means a stronger effect. 290,000 tested, 0.054% active. inhibition, % at 11.5 µM, or IC50 in µM where a hit was titrated;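 also: plate controls were vehicle with enzyme for no effect and no enzyme for full effect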
# P. falciparum M17LAP: P. falciparum M17LAP inhibitors, primary screen, biochemical, fluorogenic H-Leu-NHMec substrate, 1536-well (AID 1619) | recombinant M17LAP, H-Leu-NHMec fluorogenic kinetic assay; higher % means a stronger effect | inhibition, % at 30 µM; hits with a dose series show IC50 in µM | 220,000 tested, 0.38% active;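 active = compound inhibiting the enzyme by more than half at any dose during confirmatory dose-response retesting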;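 also: plate controls were full reaction with DMSO carrier for no effect and no enzyme background for full effect; strong numbers were not always called active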
# P. falciparum M1AAP: malaria alanyl aminopeptidase activity blockers – biochemical, fluorogenic H-Leu-NHMec substrate, 1536-well (AID 1445) | 220,000 tested, 0.42% active | recombinant M1AAP, H-Leu-NHMec fluorogenic kinetic assay; higher % means a stronger effect | one-dose inhibition, % at 30 µM; IC50 in µM for titrated hits;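 active = primary inhibition above the hit cutoff, then over 50% inhibition at one or more dose response concentrations, cut at about 23% in these data, passing the limit was not always enough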;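 also: plate controls were DMSO full reaction for no effect and no enzyme background for full effect; strong numbers were not always called active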
# AID2073: disruptors of CaV2.2 binding to Mint1 – biochemical, HTRF (AID 2073); HTRF protein-protein interaction, Mint1-CaV2.2; higher % means a stronger effect; one-dose inhibition, % at 20 µM; IC50 in µM for titrated hits; 290,000 tested, 0.19% active; in the data active = inhibition mostly above about 51%, no sharp cut-off; also: some results filed as inactive read as strong as hits
# HEK293 NOD2/NF-kB: NOD2 signaling inhibitors, cell-based, luminescence, uHTS, HEK293 (AID 1566). HEK293 NOD2/NF-kB luciferase reporter, luminescence; higher % means a stronger effect. inhibition, % at 4 µM; hits with a dose series show EC50 in µM. 290,000 tested, 0.63% active; also: many of its hits are not listed in these tables
# Hep lipid drop: modulators of hepatic lipid droplet formation; inhibition, % at 6.5 µM; AID 1656; 240,000 tested, 0.4% active; AML12 mouse hepatocytes, oleate lipid droplets, BODIPY imaging;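 active = lipid droplet intensity inhibited by at least 50%, with more than 500 cells counted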
#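 Test system: AML12 hepatocytes (mouse); reagent: oleate loading, 100 µM; dosing: one dose, 6.5 µM compound; incubation: overnight exposure; signal: fluorescence imaging, 20x objective, two fields per well; read-out basis: % inhibition of corrected integrated BODIPY droplet signal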
# ER stress rescue: rescue of cells from ER stress-induced death, primary screen, 384-well, CSM14.1, thapsigargin, ATP luminescence (AID 1222). cellular ATP content (survival), % at 20 µM, or EC50 in µM where a hit was titrated. 190,000 tested, under 10 active. CSM14.1 thapsigargin-induced death rescue, ATP luminescence; higher % means a stronger effect;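 active = EC50 below 50 µM in the dose-response confirmation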;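 also: death triggered by thapsigargin at about 15 µM added after 2 h compound pretreatment; cell ATP read after overnight thapsigargin exposure of roughly 18 to 22 hours; normalized against plate controls of thapsigargin alone and 5% DMSO vehicle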
# XIAP displacement: XIAP antagonists, biochemical, IAP family, fluorescence polarization (AID 1018). XIAP BIR domain, fluorescence polarization peptide displacement; higher % means a stronger effect. one-dose displacement, % at 20 µM; IC50 in µM for titrated hits. 200,000 tested, 0.007% active; in the data active = displacement above about 50%; also: a part of the inactive calls stands beside numbers as strong as those of hits
# Hep lipid drop cells 6.5 µM: also measured in Hep lipid drop; calls as there; cell count; measured here: cell count, cytotoxicity flag;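 cells counted across two imaged fields per well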
# * marks the source's active call; other numbers are inactive results; nt = not tested or not shown. Rule as the data show it, unless noted: active = inhibition above about 50%; inactive = the rest. These rows are one share of the data (hit frequency here may not be typical).
SMILES,SIAH1 antagonists,LYP phosphatase,P. falciparum M17LAP,P. falciparum M1AAP,AID2073,HEK293 NOD2/NF-kB,Hep lipid drop,Hep lipid drop cells 6.5 µM,ER stress rescue,XIAP displacement
CCOc1ccc(NC(=O)CN2CCN(CC(=O)Nc3ccc(F)c(F)c3)CC2)cc1,2%,-9%,24%,7%,-9%,-28%,2,698,-3.1%,-2.8%
CCOC(=O)C1=C(C)N(C)C(=O)NC1c1cc2c(cc1Br)OCO2 (stereo unspecified),2%,-7%,4%,9%,-4%,0%,nt,nt,0.8%,-6.7%
CN(CCO)C(=O)c1cccc2c1-c1ccccc1C2=O,3%,-6%,-7%,5%,4%,0%,nt,nt,1.7%,-1.3%
Cc1ccc(N(CC(=O)NCc2ccco2)C(=O)CCC(=O)Nc2nccs2)c(C)c1,8%,-8%,nt,nt,-9%,-7%,-1,809,nt,nt
O=C(COc1ccc(Cl)cc1)NCc1nnc(SCC(=O)NC2CCCC2)o1,4%,-2%,-169%,5%,0%,-1%,5,754,-0.5%,-2.8%
O=C(Cn1nnc(-c2cccs2)n1)N1CCOCC1,19%,-6%,0%,5%,-10%,5%,-6,708,-2.4%,-4.2%
C#Cc1cccc(C(=O)N2CCCC(CCC(=O)NCc3ccccc3F)C2)c1 (stereo unspecified),-3%,-10%,nt,nt,2%,7%,-6,637,nt,nt
O=C(COC(=O)c1ccccc1C(=O)N1CCN(c2ccccc2)CC1)Nc1ccccc1,9%,-3%,14%,3%,7%,-4%,-10,668,3.9%,-6.3%
CC(C)c1ccc(CCNC(=O)CCNC(=O)c2ccc(Br)cc2)cc1,13%,-8%,nt,nt,9%,2%,4,796,nt,nt
O=C(O)/C=C/c1ccc2ccccc2n1,4%,-6%,14%,0%,5%,22%,0,738,-0.5%,-2.9%
Cn1c(SCC(=O)NC2CC2)nnc1C1CC1,2%,-5%,nt,nt,4%,1%,2,700,nt,nt
CCCCN(C)CCN1C(=O)C2C(C(=O)Nc3ccc(Cl)cc3)C3C=CC2(O3)C1C(=O)NC1CCCCC1 (stereo unspecified),11%,-10%,nt,nt,11%,17%,-2,689,nt,nt
C=CCOc1ccc(CNn2c(C)n[nH]c2=S)cc1OC,-4%,-5%,6%,1%,-53%,-23%,nt,nt,-0.9%,-7.0%
O=S(=O)(Nc1ccc(F)cc1)c1ccc(NS(=O)(=O)c2cccs2)cc1,5%,-1%,nt,nt,2%,-13%,11,683,nt,nt
CC1(C)CC(=O)C2=C(C1)c1c(ccc3ccccc13)NC2c1ccco1 (stereo unspecified),-3%,-14%,4%,0%,23%,-16%,-29,753,-4.0%,-1.4%
CCc1nc2ccc(C(=O)Nc3ccc(NC(C)=O)cc3)cc2nc1CC,5%,2%,9%,6%,0%,8%,-6,594,-1.8%,-54%
COc1cccc(/C=N/NC(=O)CNC(=O)COc2ccccc2)c1O,-7%,-6%,-14%,2%,13%,22%,32,716,nt,nt
CCOc1ccc(S(=O)(=O)N2CCN(CC)CC2)cc1NC(=O)c1ccccc1F,7%,-10%,nt,nt,-2%,2%,-3,818,nt,nt
COc1ccc(C(C(=O)NC(C)(C)C)N(C(=O)CCC(=O)Nc2cc(C)on2)c2ccccc2F)cc1 (stereo unspecified),2%,-5%,nt,nt,-7%,7%,2,803,nt,nt
COc1ccc(OC)c2[nH]c(=O)c(CCNC(=O)C(C)C)cc12,0%,-2%,14%,7%,15%,6%,-26,499,0.8%,-8.0%
COc1ccc(-c2nnsc2N2C(=O)c3ccccc3C2=O)cc1,0%,-7%,0%,8%,-12%,-3%,-6,707,nt,nt
CCc1cc(CNC(=O)CC2C(=O)NCCN2Cc2c(F)cccc2Cl)on1 (stereo unspecified),1%,-16%,-1%,-3%,1%,22%,0,771,0.6%,-16%
Cc1c(S(=O)(=O)N2CCCC(C(=O)O)C2)cnn1C (stereo unspecified),-2%,2%,2%,-1%,13%,4%,20,694,-5.1%,-4.6%
CCOc1ccc(NC(=S)NN(C)C(=S)Nc2ccc(OCC)cc2)cc1,5%,1%,53%,2%,-15%,-4%,-1,774,-1.8%,4.4%
CCCn1c(CCC(=O)O)ccc1-c1ccc(OC)cc1,-4%,-9%,-22%,9%,3%,3%,8,781,-2.2%,-4.7%
CCOC(=O)CSc1nc(-c2ccncc2)ccc1C#N,4%,-8%,2%,2%,5%,-128%,nt,nt,-4.0%,-8.5%
O=C(COc1ccccc1Cl)Nc1ccc(N2CCCC2)cc1,6%,-5%,nt,nt,-17%,-3%,22,797,nt,nt
O=C(NCc1ccc(F)cc1)c1noc2c1CCCCC2,-2%,-10%,-7%,1%,-2%,-11%,-1,753,-1.6%,-1.6%
CCOC(=O)C1CCN(C2CCN(Cc3nc(-c4ccccc4)no3)CC2)CC1,0%,-2%,-2%,-3%,-9%,-22%,-6,719,0.3%,-1.7%
N#CCCN(C(=O)COc1ccc(F)cc1Br)c1ccccc1F,-3%,-7%,-3%,6%,8%,8%,-14,686,nt,-4.5%

# Entries of single compounds, quoted from the list. Screens in order: SIAH1 antagonists	LYP phosphatase	P. falciparum M17LAP	P. falciparum M1AAP	AID2073	HEK293 NOD2/NF-kB	Hep lipid drop	Hep lipid drop cells 6.5 µM	ER stress rescue	XIAP displacement
# CCOC(=O)CSc1nc(-c2ccncc2)ccc1C#N is listed with 4%	-8%	2%	2%	5%	-128%	nt	nt	-4.0%	-8.5%
# COc1cccc(/C=N/NC(=O)CNC(=O)COc2ccccc2)c1O is listed with -7%	-6%	-14%	2%	13%	22%	32	716	nt	nt
# Cn1c(SCC(=O)NC2CC2)nnc1C1CC1 is listed with 2%	-5%	nt	nt	4%	1%	2	700	nt	nt

# Next section
SMILES,SIAH1 antagonists,LYP phosphatase,P. falciparum M17LAP,P. falciparum M1AAP,AID2073,HEK293 NOD2/NF-kB,Hep lipid drop,Hep lipid drop cells 6.5 µM,ER stress rescue,XIAP displacement
CCC(Oc1ccccc1)C(=O)N1CCN(CC)CC1 (stereo unspecified),3%,-10%,7%,4%,4%,0%,3,762,-1.9%,-2.9%
COCC(=O)N/N=C/c1c(C)[nH]n(-c2ccccc2)c1=O,-7%,-7%,11%,-1%,-1%,1%,1,678,-5.9%,-3.8%
COc1ccc(Cl)cc1C(=O)CSc1nnnn1C,-2%,-5%,6%,0%,-4%,2%,-10,723,1.4%,-6.4%
Cc1ccnc(NS(=O)(=O)c2ccc(NC(=O)c3ccc(Br)o3)cc2)n1,-3%,-9%,12%,8%,7%,5%,-6,737,-0.4%,-3.3%
O=C(OCc1cc(Cl)ccc1OC(F)F)c1cc(S(=O)(=O)O)ccc1O,1%,-7%,-101%,-5%,30%,3%,nt,nt,-0.1%,-0.5%
COc1cc(/C=C2\SC(=S)N(CCC(=O)Nc3ccccc3O)C2=O)cc(OC)c1OC,-4%,-2%,nt,nt,12%,1%,-22,779,nt,nt
CCOc1ccccc1NC(=O)COC(=O)c1cc(C(=O)OC)cc([N+](=O)[O-])c1,-2%,-11%,5%,6%,2%,19%,-8,563,-1.4%,-6.2%
COc1ccc(CNC(=O)CSc2nc3ccc(N)cc3s2)cc1,-1%,0%,3%,7%,16%,-4%,16,668,0.7%,-5.0%
O=C(Nc1ccnc(-c2ccncc2)n1)C1CC1,7%,-6%,-6%,-4%,0%,16%,-4,683,0.1%,-6.1%
Cn1c(CNc2ccc(Cl)cc2)nc2ccccc21,2%,1%,-11%,8%,2%,-104%,-10,709,nt,-6.4%
CCOC(=O)c1c(-c2ccccc2)oc2ccc(OCC(=O)O)cc12,0%,-12%,-78%,6%,38%,-4%,-3,681,nt,nt
O=C(Nc1ccc(Cl)cc1)Nc1nnc(SCc2ccc(Cl)cc2)s1,3%,-7%,-2%,0%,47%,14%,-35,648,4.8%,-8.3%
CCC1(C)Cc2ccccc2/C(=C/C(=O)N2CCCCC2)N1 (stereo unspecified),2%,-7%,-2%,-4%,-14%,4%,nt,nt,0.2%,-3.0%
COc1ccc(-c2[nH]ncc2CN2CCC(OCc3cccnc3)CC2)c(F)c1,4%,-4%,-4%,5%,6%,1%,16,678,-0.8%,0.2%
CN(c1ccc(C(=O)N2CCOCC2)cc1)S(=O)(=O)c1ccc(Cl)cc1,-2%,-9%,nt,nt,6%,-1%,-8,554,nt,nt
CC(C)CC(=O)Nc1sc2c(c1C#N)CC(C)(C)NC2(C)C,-2%,-8%,2%,8%,-5%,7%,nt,nt,-1.5%,-3.9%
CC(C)(C)c1ccc(OCCNCc2ccccc2)cc1,4%,-5%,nt,nt,6%,-15%,4,771,nt,nt
CCS(=O)(=O)c1nnnn1-c1ccccc1S(C)(=O)=O,17%,-8%,3%,1%,-4%,nt,-4,736,5.9%,-4.8%
CCC/C=N/Nc1nc2ccccc2s1,0%,1%,-9%,2%,1%,-94%,31,740,0.6%,-1.9%
Cc1ccc(NNC(=O)c2ccno2)cc1C,9%,-1%,1%,-13%,-30%,-75%,nt,nt,nt,nt
CNC(=S)NC1(C)CCS(=O)(=O)C1 (stereo unspecified),1%,-4%,-5%,4%,6%,4%,10,699,nt,nt
O=C(N/N=C1\CCCc2ccccc21)c1ccccc1[N+](=O)[O-],-6%,1%,10%,4%,2%,-4%,-4,720,-0.9%,0.5%
COc1cc(CCCN2C(=O)C(=O)NC[C@@H]2CCCCN)cc(OC)c1OC,0%,-10%,-5%,-7%,18%,10%,1,571,nt,nt
O=C(Nc1nc(-c2ccccc2)cs1)c1ccc(N2CCOCC2)c([N+](=O)[O-])c1,2%,-1%,12%,10%,9%,68%*,20,634,0.5%,3.6%
CC(C)Cn1c(Cc2ccccc2)n[nH]c1=S,-2%,-7%,-4%,-2%,-12%,2%,nt,nt,-3.0%,-2.3%
CC(C)CNC(=O)c1c(N)n(/N=C/c2cccnc2)c2nc3ccccc3nc12,-1%,-8%,nt,nt,18%,11%,2,720,-2.5%,-4.6%
CC(=O)c1ccc(N2CCN(C(=O)C3CCN(S(=O)(=O)c4ccc5c(c4)CC(C)N5C(=O)C4CC4)CC3)CC2)cc1 (stereo unspecified),4%,6%,nt,nt,9%,23%,0,672,nt,nt
O=C1CCC(C(=O)OCC(=O)c2c[nH]c3ccccc23)=NN1,-3%,3%,3%,3%,8%,-9%,-2,526,-1.3%,-4.5%
CCCCNC(=S)NNC(=O)c1c(Cl)c(C)nn1C,0%,-3%,5%,6%,-21%,6%,-3,695,-1.0%,-8.1%
COc1ccc(NC(=O)c2oc3ccccc3c2NC(=O)c2ccc3c(c2)OCO3)cc1,-3%,5%,-2%,2%,20%,2%,6,680,-0.3%,-2.6%
COc1ccnc(N2CCN(c3cccc(C(F)(F)F)c3)CC2)c1C#N,8%,-4%,-3%,-1%,15%,16%,nt,nt,0.2%,-15%
